# MRP-1 activ – MRP-1 activation. hit rate 0.61% among 140,000. H69AR cells + doxorubicin, viability rescue, CellTiter-Glo. viability increase, % at 10 µM. AID 799;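 active = viability gain under doxorubicin at or above a set limit, the compound median plus 3 SD, cut at about 4.7% in these data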;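 note: MRP-1 overexpressing cells given doxorubicin 25 µM after compound pretreatment; 18-22 h compound pretreatment then 72 h with doxorubicin before readout; 0% = doxorubicin-only wells and 100% = vehicle-treated cells without doxorubicin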
# E-sel TNF inh – TNF alpha driven E-selectin expression inhibition; inhibition, % at 2 µM; hit rate 0.71% among 120,000; AID 1246; HUVEC TNFa-induced E-selectin immunofluorescence, high content;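 active = inhibition above the batch mean plus 3 SD, and confirmed as a hit on visual image review, cut at about 43% in these data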;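 note: 0% = TNF-stimulated DMSO wells and 100% = unstimulated control wells; not every result past the cut was called active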
# Phagocytosis inh – inhibitors of macrophage phagocytosis; J774A.1 macrophage IgG-bead phagocytosis, imaging; inhibition, % at 5 µM; hit rate 0.07% among 110,000; AID 1029;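 active = inhibition above the mean of the plate negative controls plus 5 SD, cut at about 13% in these data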;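 note: phagocytic index as fraction of beads internalized from green versus red external bead signal; plate controls were DMSO negative control for no effect and cytochalasin-D positive control for full effect; some results beyond the cut were filed as inactive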
# Yeast life ext – yeast lifespan extension. hit rate 0.68% among 130,000. AID 775. inhibition of the nicotinamide effect, % at 10 µM. S. cerevisiae growth with nicotinamide, OD615; deaD strain in restrictive glucose medium;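 active = inhibition above a set limit, placed 3 SD over the median of all compounds, cut at about 26% in these data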;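 note: 0% = nicotinamide-treated wells and 100% = cells grown without nicotinamide; some compounds called inactive have numbers as strong as hits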
#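 Measured by: optical density (absorbance) at 615 nm; System: modified budding yeast, DeaD strain; Medium: restrictive CSMM-D dextrose medium; Timing: 4 h preincubation then 48 h treatment at 30 °C.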
# Measles CPE – protection of cells from measles virus | Measles virus-infected cells, CPE protection, absorbance | protection (pct of control), % at 4 µM | hit rate 1.5% among 140,000 | AID 841; in the data active = protection mostly above about 24%, no sharp cut-off; inactive = mostly below about 26%; note: some compounds called inactive have numbers as strong as hits
# bCat KO growth – beta-catenin-lacking colon tumor cell growth suppression; HCT116 beta-catenin knockout viability, CellTiter-Glo, 60 h; hits give low values; hit rate 1.5% among 140,000; viability, % at 10 µM;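 active = viability at or under a set limit, the compound median less 4 SD, cut at about 6% in these data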;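 note: 0% = Hyamine 1622 control at 20 µM and 100% = untreated cell control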
# HCT116 PTEN-null – growth suppressors of cells with PTEN tumor suppressor deletion. HCT116 PTEN-null viability, CellTiter-Glo, 60 h; hits give low values. viability, % at 10 µM. hit rate 1.2% among 140,000;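 active = viability at or below a set limit, 4 SD under the median of all tested compounds, cut at about 3.7% in these data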;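 note: PTEN knockout HCT116 line with beta catenin targeted HCT116 as companion control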
# NPY-Y2 antag – NPY-Y2 (human) receptor antagonism. AID 793. hit rate 0.99% among 140,000. NPY-Y2 expressing cells, antagonist mode. inhibition, % at 2.7 µM; in the data active = inhibition above about 17%;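 note: 0% = vehicle with agonist challenge and 100% = reference antagonist with challenge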
# Target sequence (P49146 whole entry, looked up): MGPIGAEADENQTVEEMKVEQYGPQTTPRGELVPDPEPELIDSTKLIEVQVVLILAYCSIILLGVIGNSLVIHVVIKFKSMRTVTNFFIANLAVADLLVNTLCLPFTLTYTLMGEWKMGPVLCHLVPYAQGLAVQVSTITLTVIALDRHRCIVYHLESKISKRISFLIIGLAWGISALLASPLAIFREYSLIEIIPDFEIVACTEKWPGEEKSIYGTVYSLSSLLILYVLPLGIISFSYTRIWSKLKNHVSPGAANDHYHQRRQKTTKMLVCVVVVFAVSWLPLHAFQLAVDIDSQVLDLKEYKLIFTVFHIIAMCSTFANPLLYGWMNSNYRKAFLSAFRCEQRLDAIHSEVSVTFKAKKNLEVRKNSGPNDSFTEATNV
# BB579 growth dn – reduces growth of yeast BB579 in restrictive medium; S. cerevisiae BB579 growth, OD615, 48 h; inhibition, % at 10 µM; hit rate 0.51% among 140,000;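 active = inhibition above a set limit, 3 SD over the mean compound inhibition, cut at about 44% in these data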; note: inactives centre near -24
#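 System: Saccharomyces cerevisiae DeaD strain BB579, replicative lifespan model yeast. Buffer or medium: restrictive glucose-based CSMM-D medium. Doses: one dose, 10 µM compound with 0.25% DMSO. Timing: 4 h preincubation and 48 h exposure at 30 °C. Detection: turbidity as optical density at 615 nm. Benchmarks: amphotericin B 10 µg/mL, positive.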
# GALR2 antag – GALR2 (human) receptor antagonism | GALR2-expressing cells, antagonist mode | O43603 | inhibition, % at 4 µM | hit rate 0.39% among 140,000; in the data active = inhibition above about 27%;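 note: cells stimulated with galanin 1-16 at roughly its EC80; 0% = agonist challenge control and 100% = basal control without agonist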
# Target sequence (O43603 whole entry, looked up): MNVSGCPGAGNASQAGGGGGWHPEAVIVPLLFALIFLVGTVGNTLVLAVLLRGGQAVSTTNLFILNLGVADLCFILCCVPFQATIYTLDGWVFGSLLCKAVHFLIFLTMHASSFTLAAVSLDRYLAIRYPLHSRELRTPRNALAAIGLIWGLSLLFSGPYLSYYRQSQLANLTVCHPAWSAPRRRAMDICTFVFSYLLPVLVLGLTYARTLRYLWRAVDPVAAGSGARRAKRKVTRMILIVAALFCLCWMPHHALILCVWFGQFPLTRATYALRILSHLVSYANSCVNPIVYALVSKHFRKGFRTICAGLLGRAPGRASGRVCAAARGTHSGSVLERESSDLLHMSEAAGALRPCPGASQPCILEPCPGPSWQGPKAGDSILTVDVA
# Starred values were filed as active, the others as inactive; . = no result given.
SMILES,MRP-1 activ,E-sel TNF inh,Phagocytosis inh,Yeast life ext,Measles CPE,bCat KO growth,HCT116 PTEN-null,NPY-Y2 antag,BB579 growth dn,GALR2 antag
Fc1ccc(-c2nc3ccccc3c3nc4ccccc4n23)cc1,-3.3,.,0,-4,30,68,67,4,-23,-11
CCOC(=O)c1ccc(NC(=O)NCc2ccn(CC)n2)cc1,-1.5,-24,.,-4,7,91,98,-1,-18,2
CC1CCN(c2ccccc2NC(=O)c2ccc(F)cc2)CC1,-1.9,10,0,-12,16,68,.,15,-17,-2
Cc1nc(NC(N)=S)sc1C(=O)Nc1ccccc1,-0.3,-11,.,-21,50,95,95,1,-17,2
O=C(N/N=C\c1cccc([N+](=O)[O-])c1O)C1COc2ccccc2O1 (centres undefined),-0.4,45,-7,-6,14,46,34,1,64*,-13
CC(=O)c1cccc(NC2c3ncccc3C(=O)N2Cc2ccco2)c1 (centres undefined),-0.7,.,.,-14,13,100,109,2,-56,3
N#Cc1ccc(CSc2ncnc3c2cnn3Cc2ccccc2)cc1,1.5,-4,0,-5,2,86,98,4,-47,-3
O=C(NCc1ccco1)C(c1cccnc1)N(C(=O)Cn1nnc2ccccc21)c1ccc(F)cc1 (centres undefined),-0.1,7,-1,-7,18,100,99,2,-34,8
CN(CCC#N)S(=O)(=O)c1ccc2c(c1)c(=O)n(C)c(=O)n2C,-1.4,9,-1,10,18,106,110,3,-69,3
CCCCCCn1c(N(CC)CC)nc2c1c(=O)[nH]c(=O)n2C,-0.6,.,-1,2,11,83,86,1,-57,-15
Cc1ccc(-c2noc(CSc3nnc(-c4ccccc4)n3C)n2)cc1,-2.1,3,2,-2,11,96,96,3,-46,-8
Cc1ccc(NC(=O)N2Cc3ccccc3CC2C(=O)NC(C)(C)C)cc1 (centres undefined),-0.7,-2,-3,-3,1,84,78,0,-22,0
Cn1c(=O)c(=O)n(C)c2cc(S(=O)(=O)N3CCN(c4ccccc4F)CC3)ccc21,-0.3,-7,-4,0,6,82,90,1,-15,-9
O=C(Nc1nncs1)c1cccc(S(=O)(=O)N2CCOCC2)c1,-1.0,2,-1,-10,21,88,83,-2,-34,-8
O=C(CSc1ccccc1)Nc1ccc(S(=O)(=O)NCC2CCCO2)cc1 (centres undefined),-0.5,-13,1,-3,1,95,104,-3,-20,1
O=S(=O)(CC(O)COc1ccccc1Cl)c1ccccc1 (centres undefined),-0.7,-19,.,-8,3,85,79,3,-30,4
COC(=O)c1c(NC(=O)CN2CCN(c3ccccc3OC)CC2)c2cc(C)ccc2n1C,-4.5,.,-1,-15,6,88,95,0,-39,0
CCCCn1c(=O)nc2n(-c3ccccc3)c3ccccc3cc-2c1=O,-1.8,-78,-3,-2,14,83,78,10,-43,1
O=C(O)CCC(=O)N1CCc2cc(S(=O)(=O)NC3CCCc4ccccc43)ccc21 (centres undefined),-0.2,-25,2,-1,5,90,107,5,-36,-1
COC(=O)c1ccccc1NC(=O)c1cncc(Br)c1,-1.9,.,0,-15,21,82,92,3,-22,3
Cc1ccc(C)c(OCCn2cc(/C=C(\C#N)C(=O)NCC3CCCO3)c3ccccc32)c1 (centres undefined),0.9,.,-4,-7,24,65,60,-4,-2,-6
COc1cccc(S(=O)(=O)Nc2cccnc2)c1,-1.4,7,0,-2,22,86,93,1,-38,4
COc1ccc(/C=C(/NC(=O)c2ccccc2)C(=O)N/N=C/c2ccncc2)cc1,-2.4,0,-4,-5,6,92,95,1,-47,-2
CNC1=C(N(C(C)=O)c2ccc(Br)cc2)C(=O)c2ccccc2C1=O,-4.8,.,-2,8,15,1.3*,1.4*,-1,-6,1
Cc1cc(C)n(-c2c(F)c(F)c(CN3CCOCC3)c(F)c2F)n1,-1.4,.,-1,-3,16,91,103,2,-42,4
Cc1cc(OCC(=O)N2CCc3ccccc3C2)c2c(-c3ccccc3)cc(=O)oc2c1,-1.5,3,-1,-4,3,51,46,13,-35,1
COC(=O)c1ccc(C2/C(=C(\O)c3ccc4c(c3)OCCO4)C(=O)C(=O)N2CCCN(C)C)cc1 (centres undefined),-1.2,.,-1,-8,5,88,83,3,-14,-11
CC(C)C(=O)NC(=S)Nc1ccc(S(=O)(=O)N2CCN(C)CC2)cc1,-0.8,-39,2,-5,4,94,98,1,2,17
Clc1ccc(C2=CSC3=NCCN23)cc1Cl,0.0,-3,-3,-11,54*,60,57,2,10,13
O=C(COc1ccc(Br)cc1Br)NC(=S)N1CCCc2ccccc21,-2.9,27,0,-6,10,83,94,6,-49,1
COc1ccc(C(=O)Nc2ccccc2C(=O)NC(Cc2ccc(O)cc2)C(=O)NNC(=O)c2ccccc2Cl)cc1 (centres undefined),-1.4,-10,-9,7,10,90,93,-2,-17,5
O=C(CCc1nc2ccccc2c(=O)[nH]1)Nc1ccc(Cl)c(Cl)c1,-1.4,.,-2,-3,31*,99,95,4,-15,4
Cc1nnc(NC(=O)CSc2nccn2C)s1,-1.3,29,.,.,21,79,98,3,-32,2
O=C(OCc1nc2ccccc2s1)c1ccc(Br)s1,-3.9,-2,-1,-29,14,90,73,3,-30,7
CC1(C)CC2CC(C)(CN2C(=O)NC(=O)c2ccccc2)C1 (centres undefined),-0.8,13,-1,-5,13,82,89,-1,-18,3
CCCCC(=O)NC1=NC(=O)C(C)(C)S1,-2.0,-24,-1,-11,2,97,87,4,-20,2
COCCN1C(=O)N[C@@H](c2ccccc2)C(C(C)=O)=C1C,-1.6,-14,.,2,22,97,106,3,-36,-9
Cc1ccc(NC(=O)COc2ccc(Br)cc2C)cc1,1.4,.,1,-1,26*,96,95,4,9,3
CCn1nc(C)cc1-c1n[nH]c(=S)n1N,-0.7,-23,-1,-7,8,105,97,2,-3,-13
C/C(=N\NC(=O)C1COc2ccccc2O1)c1ccccn1 (centres undefined),-2.6,3,-12,13,8,5.0*,5,2,2,12
Nc1c(C(=O)NCC2CCCO2)sc(=S)n1-c1ccccc1 (centres undefined),0.9,-6,-1,3,10,96,110,-3,-60,8
CC(NC(=O)c1noc2c1CCCCC2)c1ccccc1 (centres undefined),-0.8,.,0,-3,4,100,93,2,-2,21
O=C(Nc1ccc(N2CCOCC2)cc1)Nc1ccc(Cl)c(Cl)c1,-0.9,22,1,-6,13,88,85,-5,-70,-14
COc1cccc(N2CCN(C(=O)c3ccc(=O)oc3)CC2C)c1 (centres undefined),-1.0,21,1,-22,8,100,96,3,-16,14
O=C(NC1CCCC1)C(c1ccc(F)cc1)N(C(=O)Cc1cccs1)c1ccc2c(c1)OCCO2 (centres undefined),-2.2,-11,.,14,11,85,86,4,-39,-6
CN(C)c1ccc(NC(=O)c2ccc3nsnc3c2)cc1,-0.6,12,-1,-8,5,90,93,1,-14,-13
O=C(CSc1nnc2ncccn12)N1CCCCCC1,-0.5,-15,2,-7,5,90,83,-2,-61,2
COc1cc(C)c(Cl)cc1S(=O)(=O)NCC1CCCO1 (centres undefined),-2.8,23,-1,-3,15,102,93,0,-3,-3
COc1cc(/C=N/NC(=S)Nc2cccc(Cl)c2C)ccc1OCC(=O)N1CC(C)OC(C)C1 (centres undefined),-4.6,5,0,0,12,64,53,-1,-20,-5
Nc1nn(S(=O)(=O)c2ccccc2)cc1-c1ccc([N+](=O)[O-])cc1,-4.2,-3,-1,8,12,60,53,3,-20,8
OCCN(CCO)CC(O)COc1ccc2c(c1)OCO2 (centres undefined),-0.6,-11,2,-18,7,96,98,-1,-36,2
CCOC(=O)c1cccc(NC(=O)CN(c2ccc(C)cc2)S(=O)(=O)c2c(C)noc2C)c1,-0.4,.,0,-5,3,72,57,1,-24,3
COc1ccc(N2C(=O)CC(Sc3nnc(-c4ccccc4)o3)C2=O)cc1 (centres undefined),-2.5,-38,-1,3,6,98,89,5,-8,11
COc1ccc(C2CC(C(F)(F)F)n3nc(C(=O)O)c(Cl)c3N2)cc1OC (centres undefined),-1.4,7,1,-6,24,96,101,0,-3,-2
O=C(Nc1ccc2c(c1)OCCO2)N1CCN(c2ccc(F)cc2)CC1,0.5,24,0,-17,3,91,79,3,-11,0

# Taken from above.
# Entry of CC(NC(=O)c1noc2c1CCCCC2)c1ccccc1 (centres undefined) under MRP-1 activ: -0.8
# Entry of CCOC(=O)c1cccc(NC(=O)CN(c2ccc(C)cc2)S(=O)(=O)c2c(C)noc2C)c1 under GALR2 antag: 3

# Given with two lines to a compound: eleven of the compounds above
# Values run as follows: MRP-1 activ	E-sel TNF inh	Phagocytosis inh	Yeast life ext	Measles CPE	bCat KO growth	HCT116 PTEN-null	NPY-Y2 antag	BB579 growth dn	GALR2 antag
> COc1cccc(N2CCN(C(=O)c3ccc(=O)oc3)CC2C)c1 (centres undefined)
    -1.0	21	1	-22	8	100	96	3	-16	14
> O=C(NC1CCCC1)C(c1ccc(F)cc1)N(C(=O)Cc1cccs1)c1ccc2c(c1)OCCO2 (centres undefined)
    -2.2	-11	.	14	11	85	86	4	-39	-6
> CN(C)c1ccc(NC(=O)c2ccc3nsnc3c2)cc1
    -0.6	12	-1	-8	5	90	93	1	-14	-13
> O=C(CSc1nnc2ncccn12)N1CCCCCC1
    -0.5	-15	2	-7	5	90	83	-2	-61	2
> COc1cc(C)c(Cl)cc1S(=O)(=O)NCC1CCCO1 (centres undefined)
    -2.8	23	-1	-3	15	102	93	0	-3	-3
> COc1cc(/C=N/NC(=S)Nc2cccc(Cl)c2C)ccc1OCC(=O)N1CC(C)OC(C)C1 (centres undefined)
    -4.6	5	0	0	12	64	53	-1	-20	-5
> Nc1nn(S(=O)(=O)c2ccccc2)cc1-c1ccc([N+](=O)[O-])cc1
    -4.2	-3	-1	8	12	60	53	3	-20	8
> OCCN(CCO)CC(O)COc1ccc2c(c1)OCO2 (centres undefined)
    -0.6	-11	2	-18	7	96	98	-1	-36	2
> CCOC(=O)c1cccc(NC(=O)CN(c2ccc(C)cc2)S(=O)(=O)c2c(C)noc2C)c1
    -0.4	.	0	-5	3	72	57	1	-24	3
> COc1ccc(N2C(=O)CC(Sc3nnc(-c4ccccc4)o3)C2=O)cc1 (centres undefined)
    -2.5	-38	-1	3	6	98	89	5	-8	11
> COc1ccc(C2CC(C(F)(F)F)n3nc(C(=O)O)c(Cl)c3N2)cc1OC (centres undefined)
    -1.4	7	1	-6	24	96	101	0	-3	-2

# Assay outcomes as filed in PubChem.
